From PubChem
EPAC1 agonist – qHTS for Agonist of cAMP-regulated guanine nucleotide exchange factor 3 (EPAC1): primary screen; Rap guanine nucleotide exchange factor 3 (Homo sapiens), O95398; EPAC1 agonist qHTS, biochemical assay; response scale: 100% = response to 6.5 mM cAMP; Potency, µM (doses to about 154 µM), for inactives: at the highest dose activation, most hits filed as activators; 0.073% of 360,000 active; AID 720707, 2013; also: potency is read from the fitted curve at half-maximal effect; nearly all actives have a fitted effect of over 60% in size
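Nucleotide exchange by EPAC1 (100 nM) on Rap1B–BODIPY-GDP (250 nM) in the presence of 50 uM GDP is tracked fluorescently at 480/540 nm over 30 min. Signals are normalized to a 6.5 mM cAMP control.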
PI5P4Ka inh – qHTS for Inhibitors of phosphatidylinositol 5-phosphate 4-kinase (PI5P4K); PI5P4Kalpha enzyme, ADP-Glo luminescence, 60 min; active compounds read low; max response, %; 1.2% of 330,000 active; active = max response of -50% or lower; inconclusive = between -30% and -50%; inactive = -30% or higher; also: value at the top dose of about 77 µM; % is scaled to controls: 0 for no effect and ±100 for the full control effect
Target sequence (P48426 whole entry, looked up): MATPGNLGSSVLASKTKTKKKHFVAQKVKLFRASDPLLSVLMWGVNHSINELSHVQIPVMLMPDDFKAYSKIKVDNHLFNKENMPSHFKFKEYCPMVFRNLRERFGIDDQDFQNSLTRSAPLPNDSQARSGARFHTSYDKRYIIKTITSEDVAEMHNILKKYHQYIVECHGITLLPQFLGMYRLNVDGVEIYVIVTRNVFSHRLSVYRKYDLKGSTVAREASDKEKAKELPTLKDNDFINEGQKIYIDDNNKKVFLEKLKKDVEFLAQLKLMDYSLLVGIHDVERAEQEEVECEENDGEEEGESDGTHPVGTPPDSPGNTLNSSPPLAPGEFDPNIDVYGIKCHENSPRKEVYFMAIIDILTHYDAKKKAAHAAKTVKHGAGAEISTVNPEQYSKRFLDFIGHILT
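Single end-point luminescence (ADP-Glo) quantified ADP from PI5P4Kalpha turnover; ATP 5 microM final, 1 h at RT, 0.1% CHAPS and 0.28 mM EGTA in HEPES pH 7.4.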
WRN inhibitor – qHTS for Inhibitors of WRN Helicase; Potency, µM (titrated, usually from 114 µM), for inactives: top-dose activity change, negative = inhibition, most hits filed as inhibitors; 0.46% of 360,000 active; Bifunctional 3'-5' exonuclease/ATP-dependent helicase WRN (Homo sapiens), Q14191; WRN helicase unwinding, fluorescent forked duplex, kinetic; also: potency is read from the fitted curve at half-maximal effect; % is scaled to controls: 0 for no effect and ±100 for the full control effect; nearly all actives have a fitted effect of over 55% in size
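Kinetic red-fluorescence monitoring (525/598 nm) tracks WRN helicase activity after 100 nM fluorophore-quencher forked duplex and 2 mM ATP are added to 20 nM enzyme pretreated 15 min at room temperature with compound.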
CCT modulator – High-Throughput Screening for Modulators of Cytosolic Chaperonin Activity; 0.3% of 360,000 active; activity change, % (concentration not given with the values), hits read low; purified chaperonin ATPase assay, HTRF ADP detection, 30 min; in the data active = activity change below about -30%; also: % is scaled to controls: 0 for no effect and ±100 for the full control effect
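We incubate TRiC, 40 or 20 nM final, with library compounds at 76 uM and 10 uM ATP for 30 min at 37 °C. ADP formed is detected with Transcreener HTRF reagents after 30 min at room temperature.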
PLK1 PBD block – qHTS for Inhibitors of PLK1-PDB (polo-like kinase 1 - polo-box domain): Primary Screen; Plk1 PBD binding of FITC phosphopeptide, fluorescence polarization; 2.8% of 360,000 active; Potency, µM, inactives show max response, negative = inhibition, actives largely listed as inhibitors; also: potency is read from the fitted curve at half-maximal effect; series mostly up to about 57 µM; % is scaled to controls: 0 for no effect and ±100 for the full control effect; nearly all actives have a fitted effect of over 65% in size
Target sequence (P53350 whole entry, looked up, the tested form may be a part): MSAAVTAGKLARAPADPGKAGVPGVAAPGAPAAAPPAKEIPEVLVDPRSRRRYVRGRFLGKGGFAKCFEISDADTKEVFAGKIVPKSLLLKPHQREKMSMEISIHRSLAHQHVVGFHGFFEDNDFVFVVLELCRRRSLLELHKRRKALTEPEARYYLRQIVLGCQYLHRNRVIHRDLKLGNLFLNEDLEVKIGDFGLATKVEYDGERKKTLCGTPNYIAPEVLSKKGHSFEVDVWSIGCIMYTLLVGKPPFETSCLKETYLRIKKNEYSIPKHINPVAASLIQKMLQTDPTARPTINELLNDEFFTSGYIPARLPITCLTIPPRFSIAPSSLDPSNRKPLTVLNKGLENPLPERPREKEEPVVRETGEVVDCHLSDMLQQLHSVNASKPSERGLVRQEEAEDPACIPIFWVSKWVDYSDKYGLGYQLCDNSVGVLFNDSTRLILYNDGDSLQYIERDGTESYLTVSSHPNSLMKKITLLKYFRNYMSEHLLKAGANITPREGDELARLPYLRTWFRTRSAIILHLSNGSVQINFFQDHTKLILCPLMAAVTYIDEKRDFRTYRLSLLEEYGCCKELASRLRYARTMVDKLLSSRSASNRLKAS
IL2 activator – qHTS of IL-2 Activators. 0.065% of 360,000 active. activation, % (series mostly up to about 46 µM). IL-2 activation reporter assay, cell-based qHTS; stimulated with anti-CD3/CD4/CD28 beads; in transgenic mouse T cells; in the data active = activation above about 50%; inconclusive = mostly about 30% to 49%; also: 0% is about no effect
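Using fluorescent plate cytometry, EGFP and DsRed are detected in transgenic mouse T cells stimulated 18 h at 37 degrees C with antibody-coated beads after 60 min compound pretreatment.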
EPAC2 ag – qHTS for Agonist of cAMP-regulated guanine nucleotide exchange factor 4 (EPAC2): primary screen; Rap guanine nucleotide exchange factor 4 (Homo sapiens), Q8WZA2; EPAC2 activation, biochemical qHTS; response scale: 100% = 6.5 mM cAMP response; Potency, µM (doses to about 154 µM), for inactives: at the top dose activation, usual class: activators; 0.079% of 360,000 active; AID 720711, 2013; also: potency is read from the fitted curve at half-maximal effect; nearly all actives have a fitted effect of over 50% in size
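Exchange assay: 100 nM EPAC2 with 250 nM Rap1B-BODIPY-GDP and 50 uM GDP. Fluorescence (ex 480/em 540 nm) read every 5 min for 30 min at room temperature. Data normalized to 6.5 mM cAMP as agonist control.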
EPAC1 antag – qHTS for Antagonist of cAMP-regulated guanine nucleotide exchange factor 3 (EPAC1): primary screen. Potency, µM (series often up to 115 µM), for the others: at the highest dose activity change, negative = inhibition, most hits filed as inhibitors. EPAC1 GEF assay, Rap1b-BODIPY-GDP exchange fluorescence. Rap guanine nucleotide exchange factor 3 (Homo sapiens), O95398. 0.14% of 360,000 active. AID 720709, 2013;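 also: potency is read from the fitted curve at half-maximal effect; plate controls were vehicle for no effect and positive control for full effect; nearly all actives have a fitted effect of over 50% in size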
* marks the source's active call; other numbers are inactive results; ? = inconclusive; . = not tested or not shown; [ ] = another dose, or the depositor's remark. Unless noted, calls follow the shape of the dose curve; as a rule, active = well fitted curve in the direction sought with a large enough effect; inconclusive = small, poorly fitted or top-dose-only effect, or another doubt; inactive = no such curve, though single readings can be large; an effect the other way counts as inactive or inconclusive. Only part of the results is shown. The share of hits here may be higher or lower than overall.

SMILES	EPAC1 agonist	PI5P4Ka inh	WRN inhibitor	CCT modulator	PLK1 PBD block	IL2 activator	EPAC2 ag	EPAC1 antag
O=C(COC(=O)c1ccc([N+](=O)[O-])o1)Nc1ccc(F)cc1	10%	-1	1%	1.9	-15%	1.6	1%	-25%
Cn1c(=O)c2c(nc(SCC(=O)O)n2Cc2cc3c(cc2Cl)OCO3)n(C)c1=O	8%	.	-17%	-1.4	-6%	-0.9	12%	0%
NC(=O)C1CCN(C(=O)COc2ccc(S(=O)(=O)NCc3ccccc3)cc2Cl)CC1	-3%	5	-9%	1.2	-1%	1.3	3%	6%
CCOC(=O)c1c(C)[nH]c(C)c1C(=O)COC(=O)c1ccc(OC)cc1	-8%	9	-5%	-0.9	-15%	-0.2	5%	-1%
CCOC(=O)Cc1cc(=O)n2[nH]c(C)c(-c3ccc(OC)cc3)c2n1	0%	-21	-22%[57.1 µM]	1.2	-10%	2.2	-9%	3%
CCOC(=O)C1C(=O)NCC1c1ccccc1 (stereo not drawn)	1%	.	4%	-0.7	-7%	-3.1	1%	-2%
Cc1nc2nc[nH]n2c(=O)c1NS(=O)(=O)c1ccc([N+](=O)[O-])cc1	-10%	-13	13%	-0.9	?	-1.5	-2%	-9%
CC(C)Oc1ccc2ccccc2c1CNC[C@H]1O[C@@H](n2ccc(N)nc2=O)[C@H](O)[C@@H]1O	1%	4	2%	0.5	-4%	0.7	1%	8%
OCCN1CCN(c2ncnc3c2c(-c2ccccc2)cn3-c2ccc(Br)cc2)CC1	9%	16	-8%	-7.2	0%	-3.6	4%	-11%
COc1ccc(/C=C2/Sc3ccc(C(=O)NCCCN4CCOCC4)cc3NC2=O)cc1OC	-25%	-10	?	-0.6	-26%	-3.0	-3%	-26%
CCCNC(=O)c1ccc(CN2CCc3ccccc3C2)cc1	3%	-10	8%	-5.4	-7%	0.3	10%	-1%
O=C(Nc1cccc(Br)c1)c1ccc(CSc2ccccc2)cc1	-2%	2	-13%	-3.3	-8%	-2.3	9%	-22%
CC(O)(CS(=O)(=O)Cc1ccccc1)C(=O)Nc1ccc(C(F)(F)F)cc1 (stereo not drawn)	5%	.	-5%	2.2	0%	0.0	0%	-5%
CCCCC1CCC(C(=O)Nc2ccc(N3CCOCC3)cc2N2CCOCC2)CC1 (stereo not drawn)	5%	6	-2%	-6.2	-6%	0.9	-14%	23%
Cc1nc(SC(C)C(=O)NCc2ccc3c(c2)OCO3)nc(C)c1C (stereo not drawn)	0%	-6	-18%	-1.5	-12%	-0.1	-3%	-7%
O=C(/C(=N\Nc1ccc(Br)cc1)Sc1nnnn1-c1ccccc1)c1ccccc1	-1%	-1	-25%	1.3	-23%	-0.3	2%	3%
Cc1cc(=O)nc2c3ccccc3n(CC(=O)NCCCN3CCCC3=O)n12	2%	4	-1%	-1.8	-24%	1.0	6%	-15%
O=C(Nc1cc(S(=O)(=O)N2CCCC2)ccc1OCC(F)(F)F)c1ccncc1	-5%	-19	9%	0.7	1%	0.3	-2%	7%
Cc1ccc(-c2sc(C(=O)NN)c(C)c2C#N)cc1	-1%	5	-5%	-3.1	4%	-1.2	-1%	0%
CCNC(=O)C1(C)CCN(C(=O)c2cccc3ccccc23)C1 (stereo not drawn)	7%	5	-3%	-0.2	-4%	0.7	1%	9%
CCCNC(=O)CS(=O)Cc1nc(-c2ccccc2C)oc1C (stereo not drawn)	-12%	-4	-1%	2.6	-13%	0.0	0%	2%
C/C(=N\NC(=O)CC1N=C(Cc2ccccc2)NNC1=O)c1ccccc1 (stereo not drawn)	0%	0	3%	2.2	-6%	-3.1	-3%	13%
O=C(CCN1C(=O)[C@@H]2Cc3ccccc3CN2C1=O)N[C@@H](C(=O)O)c1ccccc1	-11%	4	2%	-1.5	0%	0.1	8%	3%
C[C@@H]1CC=C[C@H]2[C@H]1C(=O)N(Cc1ccccc1)[C@H]2c1cccc([N+](=O)[O-])c1	0%	-8	-1%	1.9	-10%	-0.3	5%	-19%
N=c1n(CCO)c2ccccc2n1CCOc1ccc(Cl)cc1Cl	-9%	0	3%	-0.4	-13%	-3.2	7%	-13%
COc1ccccc1C(=O)NCC(=O)OCC(=O)N(CC(C)C)c1c(N)n(Cc2ccccc2)c(=O)[nH]c1=O	-4%	3	8%	-0.9	-8%	-5.2	3%	-10%
Cc1cc(OCc2cc(C(=O)NC(C)c3cnn(C)c3)no2)cc(C)c1Cl (stereo not drawn)	-11%	5	10%	1.8	4%	-1.8	11%	7%
O=C(CSC1=Nc2ccccc2C2=NC(CC(=O)NC3CCCCC3)C(=O)N12)NCc1ccco1 (stereo not drawn)	-4%	2	-4%	1.1	-22%	-2.6	3%	10%
Cc1ccc2c(cnn2C(=O)CCC(=O)N2CCCCC2)c1	3%	-2	-5%	-1.6	-9%	0.6	6%	-6%
CC(CN1CCCCC1)NC(=O)c1cccs1 (stereo not drawn)	5%	-5	4%	-2.1	-15%	-1.2	6%	-23%
CC1OC1c1ccc(-c2ccc(C3OC3C)cc2)cc1 (stereo not drawn)	0%	1	-2%	-0.5	-1%	0.8	3%	-4%
COc1ccc2nc(Cl)cc(Cl)c2c1	1%	1	5%	-2.6	-4%	0.1	3%	7%
CC(=O)Oc1ccc(C(=O)[C@H]2[C@H]3C(=O)N(c4cccc5ccccc45)C(=O)[C@H]3[C@@H]3C=CC=NN32)cc1	3%	-27	-16%	-2.2	42µM*	-2.8	13%	-8%
COc1ccc2c(c1)CSC(c1ccccc1)C2=O (stereo not drawn)	-16%	-16	5%	0.5	?	-1.5	6%	6%
COc1ccc(Cl)cc1NS(=O)(=O)N1CCOCC1	7%	5	-5%	1.3	-3%	-1.9	8%	3%
O=C(CNC(=O)Cc1ccccc1)NCC(=O)OCC(=O)c1ccc(F)cc1	3%	4	10%	1.1	1%	2.0	-5%	0%
CCn1ccnc1CN(C)C(=O)CCc1nnc(CCCc2ccccc2)o1	3%	-3	-4%	0.1	-9%	0.5	3%	-25%
COC(=O)c1ccc(CSc2n[nH]c(C)n2)o1	-2%	2	4%	-4.6	-4%	1.0	3%	0%
Cc1ccc(S(=O)(=O)NCC2CCC(C(=O)O)CC2)cc1 (stereo not drawn)	1%	.	1%	-0.1	1%	0.7	1%	8%
O=c1cc[nH]c2ccc(OC(F)(F)F)cc12	-5%	3	-3%	1.8	-2%	-0.9	5%	4%
Cc1cccc(NC(=O)CSc2nnc([C@@H]3CCCN3C(=O)OC(C)(C)C)o2)c1C	9%	-4	2%	0.2	-1%	-0.1	-4%	14%
O=C(/C=C/c1ccc(Cl)cc1Cl)N(Cc1ccc(Cl)cc1)C1CCS(=O)(=O)C1 (stereo not drawn)	13%	-6	-6%	2.1	-11%	0.3	-6%	-8%
CCOc1cc(CNc2ccc(N3CCOCC3)cc2)cc(Br)c1OCC	2%	-7	-7%	-0.5	-7%	-2.2	7%	-22%
COc1cc(/C=C/c2nc3ccccc3c(=O)[nH]2)cc(Br)c1O	9%	-1	-15%[11.6 µM]	-0.2	27%	2.9	4%	15%
Cn1c(C(=O)c2ccccc2)nc2ccccc21	-7%	-5	5%	1.2	6%	-1.0	-1%	17%
CC1CC(C)CN(c2ccc(S(=O)(=O)N3CCOCC3)cc2)C1 (stereo not drawn)	9%	-1	-20%	-2.2	-11%	-4.1	5%	-6%
O=S(=O)(c1ccc(F)cc1)N1CCN(S(=O)(=O)c2cc(F)ccc2F)CC1	-6%	-10	-11%	-1.6	21µM*	0.0	3%	5%
CCCN[C@@H]1C(=O)N2C(C(=O)OCCC)=C(C)CS[C@H]12	-7%	-13	13%	-2.7	-23%	1.1	7%	-9%
CCn1nccc1NC(=O)c1csc([C@@H]2O[C@H](CO)[C@H](O)[C@H](O)[C@H]2O)n1	-11%	4	4%	-15	0%	0.3	9%	-12%
Cc1ccc(-c2cc(C(=O)N/N=C/c3ccco3)[nH]n2)cc1	-2%	-25	-13%	-1.4	-7%	-0.2	1%	-2%
COc1ccccc1C(=O)NCCC(=O)N(C)CC(=O)Nc1ccc(C)cc1	-10%	1	5%	0.6	0%	0.7	1%	-5%
CC1CC(Nc2ccccc2)c2ccccc2N1C(=O)c1ccccc1F (stereo not drawn)	17%	2	-2%	-0.5	-13%	-0.4	1%	-12%
O=C(NCc1ccccc1CN1CCCC1)C1CCN(S(=O)(=O)c2ccc(F)c(F)c2)CC1	2%	-3	1%	0.4	-3%	-0.6	-4%	3%
CC(=O)N(C(C)=O)c1nc(-c2ccccc2)cn1/N=C/c1ccccc1	0%	-9	?	1.0	-23%	-0.9	4%	7%
COc1cccc(NC(=O)c2cccs2)c1	5%	.	-7%	-1.4	-8%	-0.4	6%	4%
CCOC(=O)Cn1cc(C(=O)OC)c2ccccc21	5%	0	4%	0.1	2%	-0.9	1%	6%
CC(Sc1ccc(S(=O)(=O)N2CCOCC2)cn1)c1ccccc1Cl (stereo not drawn)	-5%	0	-4%	-2.1	?	-0.8	11%	-26%

Full records as entered above:
Cc1nc(SC(C)C(=O)NCc2ccc3c(c2)OCO3)nc(C)c1C (stereo not drawn) reads EPAC1 agonist = 0%; PI5P4Ka inh = -6; WRN inhibitor = -18%; CCT modulator = -1.5; PLK1 PBD block = -12%; IL2 activator = -0.1; EPAC2 ag = -3%; EPAC1 antag = -7%
NC(=O)C1CCN(C(=O)COc2ccc(S(=O)(=O)NCc3ccccc3)cc2Cl)CC1 reads EPAC1 agonist = -3%; PI5P4Ka inh = 5; WRN inhibitor = -9%; CCT modulator = 1.2; PLK1 PBD block = -1%; IL2 activator = 1.3; EPAC2 ag = 3%; EPAC1 antag = 6%
O=C(Nc1cccc(Br)c1)c1ccc(CSc2ccccc2)cc1 reads EPAC1 agonist = -2%; PI5P4Ka inh = 2; WRN inhibitor = -13%; CCT modulator = -3.3; PLK1 PBD block = -8%; IL2 activator = -2.3; EPAC2 ag = 9%; EPAC1 antag = -22%
